From PubChem
TSHR antagonist: antagonists of human thyroid stimulating hormone receptor | P16473 | TSHR-expressing cells, TSH-stimulated cAMP HTRF, 2 h; active compounds read low | activity change, negative = inhibition, % at 11.5 µM | 0.2% of 330,000 active;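 active = activity change below a set negative limit, meaning inhibition stronger than a set level, cut at about -70% in these data; inconclusive = activity change between two set negative limits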; also: % is scaled to controls: 0 for no effect and ±100 for the full control effect
Target sequence (P16473 whole entry, looked up): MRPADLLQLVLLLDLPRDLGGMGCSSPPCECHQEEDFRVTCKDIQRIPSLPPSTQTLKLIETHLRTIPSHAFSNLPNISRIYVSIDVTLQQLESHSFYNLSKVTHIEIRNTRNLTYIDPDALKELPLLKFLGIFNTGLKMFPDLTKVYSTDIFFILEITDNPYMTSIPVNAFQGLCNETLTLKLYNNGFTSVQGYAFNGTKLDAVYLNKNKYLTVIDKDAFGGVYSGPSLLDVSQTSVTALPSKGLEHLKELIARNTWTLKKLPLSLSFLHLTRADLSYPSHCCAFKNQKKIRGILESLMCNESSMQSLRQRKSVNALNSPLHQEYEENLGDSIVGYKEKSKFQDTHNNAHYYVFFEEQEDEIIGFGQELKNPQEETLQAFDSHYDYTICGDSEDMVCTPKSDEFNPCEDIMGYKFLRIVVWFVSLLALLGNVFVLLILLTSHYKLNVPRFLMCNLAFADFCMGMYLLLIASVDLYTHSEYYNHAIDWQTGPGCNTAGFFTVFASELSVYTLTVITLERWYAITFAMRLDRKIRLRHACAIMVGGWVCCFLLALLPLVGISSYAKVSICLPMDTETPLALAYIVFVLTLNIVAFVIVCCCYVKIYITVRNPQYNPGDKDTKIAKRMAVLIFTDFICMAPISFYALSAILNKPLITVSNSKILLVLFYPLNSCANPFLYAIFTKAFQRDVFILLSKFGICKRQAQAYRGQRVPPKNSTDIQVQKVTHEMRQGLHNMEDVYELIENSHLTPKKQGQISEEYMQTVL
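TSHR-expressing cells were treated with compounds, then stimulated with TSH at EC80 (4nM final) for 2 hours at 37 deg C. Cellular cAMP was measured by HTRF competition between lysate cAMP and cAMP-d2 for a cryptate-labelled anti-cAMP antibody.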
Eya2 phos inh: Eya2 (human) phosphatase inhibition | Potency, µM (series often up to 76.9 µM), inactives show at the top dose activity, negative = inhibition, actives largely listed as inhibitors | AID 488837 | O00167 | 0.006% of 330,000 active | recombinant Eya2, OMFP fluorescence dephosphorylation (OMFP is methylfluorescein phosphate); also: potency is read from the fitted curve at half-maximal effect; % is scaled to controls: 0 for no effect and ±100 for the full control effect
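Eya2 protein (added as 0.2 uM solution) was preincubated with compound for 10 min at ambient temperature in 50 mM HEPES pH 7.5, 50 mM NaCl, 5 uM MgCl2, 0.05% BSA, 1 mM DTT. OMFP (added at 50 uM) then reacted 10 min; fluorescence read at 485/525 nm.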
KCNH2 3.1 block: blocks the human KCNH2 3.1 channel isoform. 0.95% of 340,000 active. activity change, % (tested at about 1.8 µM). U2OS KCNH2 3.1, thallium flux FluxOr; active compounds read low;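 active = maximum activity change below -70%; inconclusive = maximum activity change from -70% to -50%; inactive = maximum activity change above -50%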;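 also: thallium influx rate constant from kinetic fluorescence after stimulation buffer; % is scaled to controls: 0 for no effect and ±100 for the full control effect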
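Measured as rate of thallium-driven FluxOr signal in transduced U2OS cells carrying the 3.1 channel, read kinetically for 2 min upon stimulation; values are rate constants scaled to DMSO control wells.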
Mito fusion act: blocks mitochondrial division or promotes mitochondrial fusion; S. cerevisiae fusion-defective mutant growth rescue, CellTiterGlo 48 h; Potency, µM (doses to about 46.1 µM), without a hit: at the highest dose growth rescue (activation), usual class: activators; 0.23% of 320,000 active;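 also: potency is read from the fitted curve at half-maximal effect; % of control where 0% means no effect; nearly all actives have a fitted effect of over 45% in size; temperature-sensitive fusion mutants such as fzo1-1 at 37 °C on non-fermentable ethanol glycerol medium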
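Luminescent cell viability in 1536-well qHTS format served as the measure of rescued growth in ts fusion-mutant S. cerevisiae cultured on non-fermentable YPEG for 48 hours at 37C.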
TCR activator: activators of T cell receptors | Potency, µM (top dose mostly 9.22 µM), for inactives: top-dose activation of IL-2 secretion, hits mostly activators | 330,000 tested, under 10 active | primary human leukocytes, anti-CD3, IL-2 HTRF, 48 h; also: % of control where 0% means no effect
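IL-2 produced over 48 hr by a-CD3 bead-stimulated primary human leukocytes exposed to compounds was detected with a homogeneous time-resolved FRET immunoassay, 665nm acceptor signal after 320nm excitation.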
AT treatment: potential ataxia-telangiectasia treatment. […] A-T fibroblasts, KAP-1 phosphorylation AlphaLISA; neocarzinostatin DNA damage 30 min before lysis. Potency, µM (highest dose often 57.5 µM), inactives show top-dose activation, hits mostly activators. 0.19% of 320,000 active. AID 485349; also: potency is read from the fitted curve at half-maximal effect; % of control where 0% means no effect; nearly all actives have a fitted effect of over 45% in size
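ATM-like activity read as KAP-1 phosphorylation via AlphaLISA donor/acceptor antibody pairs after lysis and 6 hr at 25C. Cells were ATM-null patient fibroblasts ([…], hTERT), dosed 60 min, then exposed to the DSB inducer NCS for 30 min.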
ELG1 repair inh: ELG1-dependent DNA repair inhibition; HEK293T ELG1-luciferase reporter, luminescence, 16 h; DNA damage induced by 5-fluorouridine; Potency, µM (top dose mostly 46.1 µM), inactives show at the top dose activity change, negative = inhibition, actives largely listed as inhibitors; 2.3% of 330,000 active; AID 504467; also: potency is read from the fitted curve at half-maximal effect; % is scaled to controls: 0 for no effect and ±100 for the full control effect; nearly all actives have a fitted effect of over 55% in size
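Overnight (16 hr) co-exposure of 2,000 cells/well to 5-fluorouridine and compound at 37 °C preceded detection. Luciferase was quantified via ONE-Glo luminescence; loss of signal denotes inhibition.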
USP2a block: USP2a (human) protease inhibition. Potency, µM (top dose mostly 38.3 µM), without a hit: at the highest dose activity change, negative = inhibition, hits mostly inhibitors. AID 463254. USP2 core, Ub-CHOP2 coupled fluorogenic reporter, 485/531. 0.01% of 330,000 active. O75604;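 also: potency is read from the fitted curve at half-maximal effect; plate controls were DMSO wells for no effect and full inhibition by NEM control for full effect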
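USP2 core (10nM final) preincubated 30min RT with compound in 20mM Tris-HCl pH 8.0, 2mM CaCl2, 2mM beta-mercaptoethanol, 0.05% CHAPS; 25nM Ub-CHOP2 plus 25nM reporter substrate added, fluorescence (Ex485/Em531) read after 60min.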
TRPV1 ag: human TRPV1 agonism. TRPV1-expressing cells, Fluo-8 calcium influx, agonist mode. Q8NER1. activation, % at 8.33 µM. AID 540275. 0.19% of 320,000 active; in the data active = activation above about 80%; inconclusive = between about 30% and that limit; also: 0% is about no effect
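Fluo-8 calcium influx in TRPV1-expressing cells, kinetic read (ex 480/em 520 nm). Compound added and read 3 min for agonist activity, followed by capsaicin at EC20 final and 2 min further read for enhancement.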
hERG WT inh: inhibitors of human wildtype KCNH2 potassium channel; Q12809; U2OS, BacMam KCNH2, thallium flux FluxOr; active compounds read low; activity change, % at 1.84 µM; 0.37% of 340,000 active; AID 720551;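 active = maximum activity change below -70%; inconclusive = maximum activity change between -70% and -50%; inactive = maximum activity change above -50%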; also: % is scaled to controls: 0 for no effect and ±100 for the full control effect
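U2OS cells transduced with wild-type KCNH2 virus are loaded with FluxOr dye for 45 min, and thallium flux is measured in kinetic reads before and after stimulation buffer. Rate constants are normalized to DMSO controls.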
* marks the source's active call; other numbers are inactive results; ? = inconclusive; / = no result given; [ ] = remark or other dose. Unless noted, calls follow the shape of the dose curve; as a rule, active = well fitted curve in the direction sought with a large enough effect; inconclusive = small, poorly fitted or top-dose-only effect, or another doubt; inactive = no such curve, though single readings can be large; an effect the other way counts as inactive or inconclusive. The list is partial (hit frequency here may not be typical).

1: O=C(NC(=S)Nc1nc2ccccc2s1)c1cccs1
2: O=C(CSc1nccc(=O)[nH]1)Nc1ccc(N2CCOCC2)c(Cl)c1
3: COc1ccc2ncc(S(=O)(=O)c3ccccc3)c(N3CCC4(CC3)OCCO4)c2c1
4: CC1=CSC2=NC(C(F)(F)F)(C(F)(F)F)NC(=O)N12
5: Cc1cc(-c2nnc(SCC(=O)Nc3ccccc3C)n2N)n[nH]1
6: O=C(CC1C(=O)NCCN1Cc1cccc(Oc2ccccc2)c1)NCC1CCOCC1 (stereo not drawn)
7: CN(Cc1ccccc1)C(=O)c1ccc(NC(=O)C2=CSCCO2)cc1
8: COc1ccc(S(=O)(=O)N2CCN(CCO)CC2)cc1-c1nnc2c3ccccc3c(C)nn12
screen / no.	1	2	3	4	5	6	7	8
TSHR antagonist	-18	-11	6	-5	-12	-8	1	14
Eya2 phos inh	6%	12%	1%	-16%	-6%	11%	2%	-3%
KCNH2 3.1 block	-2	-5	-1	-23	3	-19	5	1
Mito fusion act	7%	7%	-4%	-7%	-1%	-1%	2%	-6%
TCR activator	3%[46.1 µM]	2%	0%[46.1 µM]	6%	-1%	1%	2%	-6%[46.1 µM]
AT treatment	1%	4%	-3%	3%	19%	1%	4%	5%
ELG1 repair inh	?	-4%	?	24%	0%	4%	?	7%
USP2a block	4%	1%	2%	10%	1%	-2%	-1%	1%
TRPV1 ag	-2	-2	-1	/	1	-2	21	-1
hERG WT inh	-19	31	-19	-2	1	/	0	17

9: O=C(NC1CC1)c1ccc(COc2ccc(F)cc2)o1
10: Cc1c(-c2nn(C)c(=O)c3ccccc23)oc2ccc(F)cc2c1=O
11: Cn1c2c(c(=O)n(C)c1=O)C(C(F)(F)F)(C(F)(F)F)N=C(c1ccc(Cl)cc1)N2
12: N#CC1(NC(=O)CSc2nnc(COc3ccccc3F)n2N)CCCCC1
13: NS(=O)(=O)c1cc(C(=O)OCC(=O)Nc2ccccc2[N+](=O)[O-])ccc1Cl
14: Cc1ccc(C(=O)C[n+]2ccc3ccccc3c2)cc1
15: CC(/C=N/n1c(C2CCCCC2)n[nH]c1=S)=C\c1ccccc1
16: C1CCC(OCCN2CCN(CCOC3CCCCC3)CC2)CC1
screen / no.	9	10	11	12	13	14	15	16
TSHR antagonist	-14	6	?	/	0	-1	9	9
Eya2 phos inh	-19%	2%	-3%	-1%	4%	19%	-24%	22%
KCNH2 3.1 block	5	3	-4	26	6	-15	-3	21
Mito fusion act	2%	1%	-5%	2%	1%	-2%	-10%	-10%
TCR activator	-1%	1%	-3%	3%	/	-7%	-10%	1%
AT treatment	1%	5%	3%	-2%	-4%	0%	?	-1%
ELG1 repair inh	25%	1%	0.65µM*	9%	8%	?	0%	3%
USP2a block	4%	0%	2%	-2%	0%	0%	0%	-1%
TRPV1 ag	26	-1	7	-4	-1	17	9	-1
hERG WT inh	2	-5	-1	-3	14	-3	1	5

17: CCOC(=O)C1=C(CC)Nc2ccccc2N=C1NC(=O)Nc1ccccc1OC
18: COc1ccc(C2CC(c3ccc(Br)cc3)=NN2C(=O)CN2CCCC2)cc1 (stereo not drawn)
19: c1ccc(N2CCN(CC3CCCCC3)CC2)cc1
20: C=CCSc1nc(-c2ccccc2)c2cc(Cl)ccc2n1
21: O=C(/C=C/c1ccccc1)OCC(=O)N1CCN(c2ccccc2)CC1
22: O=C(CS(=O)CC(=O)N(CC(=O)NC1CCCC1)c1ccc2c(c1)OCCO2)Nc1ccc(F)cc1 (stereo not drawn)
23: CCOC(=O)C1=C(N)OC2=C(C(=O)CCC2)C1c1ccccc1OCC (stereo not drawn)
24: CNC(=O)CC12CC3CC(CC(C3)C1)C2
screen / no.	17	18	19	20	21	22	23	24
TSHR antagonist	0	-9	-5	-13	-2	36	-6	-5
Eya2 phos inh	13%	-9%	0%	14%	-24%	5%	-29%	-20%
KCNH2 3.1 block	-8	-83*	7	-8	6	-3	/	8
Mito fusion act	0%	-4%	-1%	-1%	1%	2%	4%	1%
TCR activator	2%	2%	-1%	-6%	5%	-1%	6%	1%
AT treatment	10%	31%	1%	6%	-5%	11%	/	6%
ELG1 repair inh	4%	?	-4%	18%	2%	12%	?	?
USP2a block	-2%	0%	5%	2%	2%	1%	3%	-2%
TRPV1 ag	3	1	8	0	6	1	19	3
hERG WT inh	8	27	19	-14	-11	0	0	-1

25: CC1(NC(=O)Cc2c(Cl)cccc2Cl)CCS(=O)(=O)C1 (stereo not drawn)
26: COc1ccc(N/C(N)=N/c2nc(CSc3nnc(C)s3)cc(=O)[nH]2)cc1
27: CCCC(=O)O[C@@H]1C[C@@H](C)N(C(=O)c2ccccc2)c2ccc(C)cc21
28: COc1ccc(N2Nc3n[nH]c(N)c3N2)cc1
29: CCN1CCN(c2ccc(S(=O)(=O)N3CCCCC3)cc2NC(=O)Cc2c(Cl)cccc2Cl)CC1
30: O=S(=O)(c1cc(Cl)ccc1Cl)N1CCCC1
31: COc1ccc(C(=O)O)cc1S(=O)(=O)N1CCN(Cc2ccc3c(c2)OCO3)CC1
32: CSCC[C@H](NC(=O)OC(C)(C)C)c1nnc(SCC(=O)Nc2c(C)cccc2C)o1
screen / no.	25	26	27	28	29	30	31	32
TSHR antagonist	10	-10	5	16	-19	-14	-8	1
Eya2 phos inh	-20%	3%	6%	-2%	-4%	9%	4%	11%[15.4 µM]
KCNH2 3.1 block	13	12	0	4	/	1	-15	0
Mito fusion act	-1%	-8%	0%	-3%	7%	9%	/	0%
TCR activator	5%	-2%	1%	-1%[46.1 µM]	/	-2%	-7%[46.1 µM]	6%
AT treatment	1%	3%[11.5 µM]	7%	-6%	-9%	/	8%	3%
ELG1 repair inh	0%	-1%	2%	?	?	9%	-2%	-8%
USP2a block	1%	0%	0%	-3%	0%	7%	2%	3%
TRPV1 ag	0	-1	18	1	26	-3	/	2
hERG WT inh	-4	21	1	4	/	2	1	-3

Entries of single compounds, quoted from the list.
Results for O=S(=O)(c1cc(Cl)ccc1Cl)N1CCCC1 = TSHR antagonist: -14; Eya2 phos inh: 9%; KCNH2 3.1 block: 1; Mito fusion act: 9%; TCR activator: -2%; AT treatment: /; ELG1 repair inh: 9%; USP2a block: 7%; TRPV1 ag: -3; hERG WT inh: 2
Results for COc1ccc(N2Nc3n[nH]c(N)c3N2)cc1 = TSHR antagonist: 16; Eya2 phos inh: -2%; KCNH2 3.1 block: 4; Mito fusion act: -3%; TCR activator: -1%[46.1 µM]; AT treatment: -6%; ELG1 repair inh: ?; USP2a block: -3%; TRPV1 ag: 1; hERG WT inh: 4

(more compounds)
33: Oc1ccc(-c2csc(Nc3ccccn3)n2)cc1
34: Oc1ccccc1C1OCC2(CO1)COC(c1ccccc1O)OC2 (stereo not drawn)
35: CCS(=O)(=O)Nc1cccc(C(=O)CC2(O)C(=O)Nc3ccccc32)c1 (stereo not drawn)
36: Cc1cccc(N(CC(=O)NCC2CCCO2)C(=O)CNS(=O)(=O)c2ccc(Cl)cc2)c1 (stereo not drawn)
37: CN1CCN(c2nnc(-c3ccc(Cl)cc3)c3ccccc23)CC1
38: O=C1N(c2ccccc2C(F)(F)F)OC1(Cc1ccccc1)c1ccccc1 (stereo not drawn)
39: Cc1ccc(S(=O)(=O)N2CCOC23CCN(C(=O)c2ccc(Cl)cc2Cl)CC3)cc1
screen / no.	33	34	35	36	37	38	39
TSHR antagonist	-3	2	-2	-12	3	0	-10
Eya2 phos inh	-3%	-3%	6%	2%	1%	4%	-4%
KCNH2 3.1 block	6	-11	3	2	0	-10	2
Mito fusion act	-4%	-6%	-1%	-2%	10%	-30%	2%
TCR activator	0%	-1%[46.1 µM]	1%	0%	-7%	-9%	9%
AT treatment	-1%	0%	1%	-3%	-3%	17%	-3%
ELG1 repair inh	?	-15%	0%	3%	-9%	?	?
USP2a block	3%	7%	1%	1%	-1%	0%	3%
TRPV1 ag	-5	-2	-4	-1	-1	7	8
hERG WT inh	13	-6	1	-2	29	-4	4
